Screening results (PubChem BioAssay)
ATXN viability = Viability Counterscreen for Primary qHTS for Inhibitors of ATXN expression; hit rate 0.49% among 400,000; S2 cells (HEK-293 line with an ATXN2-luciferase reporter) viability, CellTiter-Fluor protease fluorescence, 24 h; AID 651635, 2014; Potency, µM (doses to about 56.7 µM), actives largely listed as cytotoxic; note: nearly all actives have a fitted effect of over 40% in size
EPAC2 antag = qHTS for Antagonist of cAMP-regulated guanine nucleotide exchange factor 2 (EPAC2): primary screen | EPAC2 GEF exchange of Rap1B-BODIPY-GDP, fluorescence | Potency, µM (doses to about 114 µM), for inactives: at the highest dose activity, negative = inhibition, hits mostly inhibitors | hit rate 0.18% among 360,000; note: % is set by controls: 0 for no effect and ±100 for the full control effect; nearly all actives have a fitted effect of over 45% in size; many of its hits are not listed in these tables
Target sequence (Q8WZA2 whole entry, looked up): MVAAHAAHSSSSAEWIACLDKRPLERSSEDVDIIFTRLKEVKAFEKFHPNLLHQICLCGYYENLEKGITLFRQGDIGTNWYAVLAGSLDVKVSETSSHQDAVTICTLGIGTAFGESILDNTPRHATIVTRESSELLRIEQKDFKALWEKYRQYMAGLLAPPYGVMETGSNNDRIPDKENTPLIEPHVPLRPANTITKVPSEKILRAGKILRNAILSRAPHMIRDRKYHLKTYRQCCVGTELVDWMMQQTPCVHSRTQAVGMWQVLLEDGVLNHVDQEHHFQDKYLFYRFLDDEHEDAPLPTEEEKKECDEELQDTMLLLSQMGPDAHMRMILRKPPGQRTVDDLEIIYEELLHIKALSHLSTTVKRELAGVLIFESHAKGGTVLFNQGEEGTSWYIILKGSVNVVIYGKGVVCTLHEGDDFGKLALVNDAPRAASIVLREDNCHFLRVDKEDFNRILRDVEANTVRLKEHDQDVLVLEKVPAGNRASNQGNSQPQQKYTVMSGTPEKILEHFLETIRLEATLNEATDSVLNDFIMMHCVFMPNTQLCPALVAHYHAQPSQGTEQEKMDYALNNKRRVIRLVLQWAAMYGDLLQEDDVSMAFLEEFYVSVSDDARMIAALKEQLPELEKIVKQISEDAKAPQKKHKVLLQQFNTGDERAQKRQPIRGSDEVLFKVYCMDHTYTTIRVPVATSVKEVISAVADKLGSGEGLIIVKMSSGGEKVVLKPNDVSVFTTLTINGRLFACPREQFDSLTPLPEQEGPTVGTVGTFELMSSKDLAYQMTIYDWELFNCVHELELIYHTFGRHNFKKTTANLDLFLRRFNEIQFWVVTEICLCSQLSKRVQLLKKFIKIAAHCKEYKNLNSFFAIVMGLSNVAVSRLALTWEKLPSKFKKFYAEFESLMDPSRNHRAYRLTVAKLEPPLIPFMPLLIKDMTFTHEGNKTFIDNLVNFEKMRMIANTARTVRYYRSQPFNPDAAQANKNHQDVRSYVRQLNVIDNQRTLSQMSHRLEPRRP
TGFb SMAD3 inh = qHTS for Inhibitors of TGF-b; HepG2 CAGA-GFP TGF-b/SMAD3 reporter, GFP fluorescence, 18 h; TGF-beta stimulated, 500 pg/mL final; Potency, µM (series often up to 46.1 µM), inactives show at the highest dose activity, negative = inhibition, hits mostly inhibitors; hit rate 1.2% among 410,000; AID 588855, 2011; note: % is set by controls: 0 for no effect and ±100 for the full control effect; nearly all actives have a fitted effect of over 65% in size
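HEPG2 CAGA-GFP cells (1000/well, DMEM with 1% FBS) were pre-incubated 2 h at 37 degrees C, given compound by pin tool, then stimulated with TGF-beta at 500 pg/mL final for 18 h before per-cell GFP fluorescence imaging.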
HepG2 tox = qHTS for Inhibitors of TGF-b: Cytotox Counterscreen; HepG2 CAGA-GFP viability, ATP luminescence, 18 h; Potency, µM (doses to about 46.1 µM), inactives show top-dose activity change, negative = cytotoxicity, actives largely listed as cytotoxic; hit rate 0.76% among 410,000; AID 588856, 2011; note: some results filed as inactive show a strong effect at the top dose
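HepG2 CAGA-GFP cells (1000/well, DMEM with 1% FBS) received compound, then TGF-beta at 500 pg/mL final, and were incubated 18 hours at 37 degrees C. Viability was read by CellTiter-Glo luminescence. Media-only wells were set as complete cell-killing and DMSO as no toxicity.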
Nrf2 block = Nrf2 qHTS screen for inhibitors; A549 ARE-Fluc reporter, luciferase luminescence, 18-24 h; Potency, µM (titrated, usually from 46 µM), for the others: at the highest dose activity change, negative = inhibition, hits mostly inhibitors; hit rate 2.1% among 360,000; AID 504444, 2011; note: % is set by controls: 0 for no effect and ±100 for the full control effect; nearly all actives have a fitted effect of over 60% in size
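Quantitative HTS in A549 cells stably bearing an antioxidant response element-firefly luciferase construct. Inhibition of Nrf2-driven transcription was scored by luminescence after 18-24 h of compound exposure at 37 °C.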
A549 viability = Nrf2 qHTS screen for inhibitors: counterscreen for cytotoxicity; A549 ARE-Fluc cells, CellTiter-Fluor viability, 18-24 h; Potency, µM (top dose mostly 46 µM), for inactives: at the highest dose activity change, negative = cytotoxicity, actives largely listed as inhibitors; hit rate 0.16% among 390,000; note: % is set by controls: 0 for no effect and ±100 for the full control effect
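A549 ARE_Fluc cells in 5% FBS OPTI-MEM were exposed to compounds in concentration-response for 18-24 h at 37 deg C. Viability was read by CellTiter-Fluor fluorescence (Ex 405/Em 525) after 30 min, before the luciferase read.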
Nrf2 ARE act = qHTS of Nrf2 Activators. AREc32 ARE-luciferase reporter (MCF7-derived line), luminescence, 24 h. hit rate 0.31% among 410,000. Potency, µM (titrated, usually from 46.1 µM), for inactives: top-dose activation, hits mostly activators. AID 624171, 2012; note: % of control where 0% means no effect; nearly all actives have a fitted effect of over 65% in size
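AREc32 cells carrying an ARE-driven firefly luciferase reporter were seeded at 1000 cells/well in OPTI-MEM with 5% FBS, then exposed to compound for 24 hr at 37 deg C. Luminescence was read with Steady-Glo after 30 min at RT.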
ATXN2 expr inh = Primary qHTS for Inhibitors of ATXN expression; Potency, µM (series often up to 57 µM), for inactives: at the highest dose activity change, negative = inhibition, usual class: inhibitors; hit rate 0.72% among 360,000; HEK-293 ATXN2-luciferase reporter, luminescence, 24 h; note: % is set by controls: 0 for no effect and ±100 for the full control effect; nearly all actives have a fitted effect of over 55% in size
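qHTS (up to 57 uM final) was run with 24 h compound exposure of reporter cells at 37 °C. Each well was multiplexed: SteadyGlo luminescence measured ATXN2-luciferase expression after a fluorogenic Gly-Phe-AFC viability readout (25 uM final).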
MCF10A rereplic = A quantitative high throughput screen for small molecules that induce DNA re-replication in MCF 10a normal breast cells; MCF 10A DNA re-replication, Hoechst nuclear intensity, 48 h; hit rate 2.9% among 350,000; Potency, µM (highest dose often 46.1 µM), for the others: at the top dose activity, positive = re-replication, most hits filed as activators; note: % of control where 0% means no effect; nearly all actives have a fitted effect of over 50% in size
* marks the source's active call; other numbers are inactive results; i = inactive; ? = inconclusive; · = not tested or not shown; [ ] = dose if it differs, or a comment. Calls come from the whole dose curve; as a rule, active = well fitted curve in the direction sought with a large enough effect; inconclusive = small, poorly fitted or top-dose-only effect, or another doubt; inactive = no such curve, though single readings can be large; an effect the other way counts as inactive or inconclusive. Potency is the fitted concentration of half-maximal effect. Only part of the results is shown; rates above refer to the full screens.

SMILES	ATXN viability	EPAC2 antag	TGFb SMAD3 inh	HepG2 tox	Nrf2 block	A549 viability	Nrf2 ARE act	ATXN2 expr inh	MCF10A rereplic
O=[N+]([O-])c1cccc2c(Cl)ccnc12	i	2.4%	20.8%	-0.1%	?	2.1%	13.5%	·	-1.1%
CCCC(=O)NCc1nc2ccccc2n1C	i	-3.4%	2.2%	-27.8%	-5.4%	7.8%[1.84 µM]	-0.7%	0.8%	-4.8%
Cn1c(=O)c2c(nc(NCc3cccnc3)n2Cc2cccc(C(F)(F)F)c2)n(C)c1=O	i	0.8%	-3.4%	-43.3%	·	-2.5%	4.3%	8.1%	9.0%
COc1cc(C2C3C(=O)N(c4ccccc4)C(=O)C3ON2c2ccccc2)ccc1O (configuration not stated)	i	-1.5%	-14.8%	-2.2%	0.4%	-7.7%	0.4%	-9.1%	6.3%
CCc1nc2c(OCCC3CCCCC3)cccn2c1N(C)C(=O)c1ccccc1F	?	-2.8%	?	-95.6%	·	·	2.6%[9.22 µM]	?	·
O=C(CSc1nccn1-c1cccc(Cl)c1)Nc1cccc2ccccc12	·	·	?	-15.0%	·	6.7%	-0.7%	·	·
COc1ccc(-c2sc3ccccc3c2C#CCCO)cc1	i	?	-5.9%	-29.4%	5.1%	9.7%	12.0%	-28.2%	?
COc1ccc(CNCCSc2nnnn2C)c(OC)c1OC	·	0.4%	11.3%	-15.5%	2.5%	3.7%	-0.7%	-5.2%	-1.5%
CC1(C)CC(CC(=O)O)(c2ccc(F)cc2)CCO1 (configuration not stated)	i	5.0%	4.0%	0.9%	?	-0.2%	-0.5%	4.7%	3.0%
CN=C1NN=C(c2cc(C)n(-c3c(C)n(C)n(-c4ccccc4)c3=O)c2C)CS1	i	4.2%	-6.5%	5.5%	17.3%	-0.3%	-1.0%	2.5%	6.7%
O=C(CN1C(=O)C2CCCCC2C1=O)N1CCN(c2ncccn2)CC1 (configuration not stated)	i	1.0%	6.2%	-9.0%	-0.3%	2.5%	-0.8%	0.9%	?
Clc1ccc(OCCCCCN2CCOCC2)cc1	?	9.0%	17.2%	-21.1%	7.9%	0.5%	3.0%	9.5%	10.4%
CCOC(=O)c1c(N)sc(C(O)(C(F)(F)F)C(F)(F)F)c1-c1ccccc1	?	-9.1%	-21.1%	-43.1%	-15.0%	-6.2%	0.1%	1.2%	?
Cc1cccc(NC(=S)N(CCN(C)C)Cc2cccs2)c1	i	11.4%	-4.1%	5.9%	0.4%	4.6%	0.2%	-27.4%	9.3%
CCC(NC(=O)Cc1cccs1)c1ccccc1 (configuration not stated)	i	10.0%	3.8%	3.4%	2.8%	1.8%	-0.1%[9.22 µM]	-12.1%	-14.4%
Clc1cccc(Cl)c1CSc1nnc(CN2CCOCC2)n1-c1ccccc1	i	-3.0%	-5.5%	-20.5%	-16.7%	-1.5%	0.6%	0.0%	?
Cc1cnc(NC(=O)c2cc(S(=O)(=O)N(C)C)ccc2N2CCCC2)s1	i	13.7%	?	-8.7%	?	?	4.3%	-14.4%	6.51µM*
Cc1cc(CCNC=O)c(C)c2c1sc1ccccc12	i	-1.1%	15.3%	8.2%	15.4%	7.1%	0.0%	42.3%[activator]	?
Cc1nc(C)c(CCNC(=O)c2ccc(C(F)(F)F)cc2)s1	?	8.2%	11.0%	-2.2%	-15.8%	11.9%	0.2%	-14.1%	-2.4%
CC(C)[C@H](NC(=O)c1ccccc1F)C(=O)NC1CCCCCCC1	i	-1.1%	9.1%	-0.1%	-12.4%	6.8%	0.4%	6.5%	18.4µM*

Copied from the list.
MCF10A rereplic with `COc1ccc(CNCCSc2nnnn2C)c(OC)c1OC` is entered as -1.5%
HepG2 tox with `O=C(CSc1nccn1-c1cccc(Cl)c1)Nc1cccc2ccccc12` is entered as -15.0%

Additional records.
SMILES	ATXN viability	EPAC2 antag	TGFb SMAD3 inh	HepG2 tox	Nrf2 block	A549 viability	Nrf2 ARE act	ATXN2 expr inh	MCF10A rereplic
CCOC(=O)N1CCN(S(=O)(=O)c2ccc([N+](=O)[O-])cc2)CC1	i	23.5%	-4.0%	4.6%	2.0%	0.6%	-0.8%	-14.0%	1.9%
CC(=O)N1CCN(S(=O)(=O)c2cccc(C(=O)NCCC3=CCCCC3)c2)CC1	i	-3.2%	1.3%	-4.4%	-10.2%	16.0%	0.9%	0.0%	?
O=C(Nc1cccc(Cl)c1)OCCOc1ccccc1	?	-5.9%	?	-38.7%	1.4%	-3.4%	5.0%	·	5.6%
Cc1ccc(C)c(N2CCN(C(=O)C(C)n3nc(C)c4sc5ccccc5c4c3=O)CC2)c1 (configuration not stated)	·	·	?	-27.0%	?	-9.1%	4.4%	·	·
CC1=C(C#N)CCC(=O)N1Cc1c(F)cccc1Cl	i	27.2%	0.0%	0.0%	-8.4%	0.5%	-0.2%	-32.1%	-37.2%[inhibitor]
CC(C)c1cccc(OCCn2c(-c3ccc(Cl)cc3)nc3ccccc3c2=O)c1	i	·	-19.7%	-15.5%	13.4%	8.2%	2.6%	3.5%	·
N#Cc1c(-c2ccccc2)c(-c2ccccc2)n(Cc2ccco2)c1NC(=O)c1cccs1	i	-8.1%	-2.9%	-13.0%	?	-20.0%	-1.1%	-10.1%	-4.7%
N#Cc1cc(-c2ccc(Cl)cc2)cn(Cc2c(Cl)cccc2Cl)c1=O	i	1.4%	18.5%	4.6%	·	11.3%	-0.4%	10.8%	3.3%
CN(C)c1oc(-c2ccccc2Cl)nc1P(=O)(c1ccccc1)c1ccccc1	i	-12.9%	?	-40.5%	?	?	3.4%	-12.6%	18.4µM*
Cc1cc(C)c(C2C3=C(Nc4c2c(C)nn4-c2ccccn2)c2ccccc2C3=O)c(C)c1 (configuration not stated)	?	-6.9%	7.1%	9.2%	-18.1%	-3.1%	0.6%	-4.4%	?
O=C(COc1ccc(Cl)cc1)Nc1ccc(Cc2ccncc2)cc1	i	-11.5%	?	-41.4%	-22.2%	6.0%	-0.3%	-25.0%	?
CC12CCC(C(=O)NCc3ccccc3Cl)(OC1=O)C2(C)C (configuration not stated)	i	1.8%	-2.2%	-10.1%	4.8%	-0.1%	-0.7%	·	0.1%
CCOC(=O)c1ccc(N2C(=O)CC(N(Cc3ccc4c(c3)OCO4)C(=O)Nc3ccccc3)C2=O)cc1 (configuration not stated)	i	-2.6%	-8.9%	-37.6%	-26.3%	-2.8%	3.6%	17.8%	-2.6%
Cc1ccc(CNC(=O)CCCc2cn(C)c3ccccc23)cc1	i	-15.7%	-16.5%	-21.9%	-4.4%	0.9%	-0.5%	·	-11.6%
COCCNC(=O)CN1C(=O)/C(=C/c2ccccc2)Oc2ccc(C(C)(C)C)cc21	i	-11.1%	?	-110.5%	-15.9%	-0.4%	3.1%	·	?
CCN(C(=O)CSc1nnnn1-c1cc(C)ccc1OC)C1CCS(=O)(=O)C1 (configuration not stated)	i	2.5%	13.8%	-14.0%	2.6%	0.1%	-1.1%	6.5%	0.9%
CCC1(C)Cc2c(sc3nc(SC)[nH]c(=S)c23)CO1 (configuration not stated)	?	6.4%	-4.7%	-7.1%	-2.1%	-1.3%	2.6%	5.8%	?
Cc1ccccc1OCC(=O)Nc1ccc2c(c1)COC2=O	i	7.1%	4.4%	7.0%	-16.5%	3.3%	2.1%	0.7%	579.1%[0.0737 µM]
O=C1C2C3C=CC([C@@H]2C(=O)N1Cc1cccnc1)C31CC1 (some centres not stated)	i	14.6%	16.8%	-9.2%	8.9%	-5.6%	-0.7%	1.6%	-2.9%
Cc1nnc(SC(C(=O)Nc2ccc(Cl)c([N+](=O)[O-])c2)c2ccccc2)[nH]c1=O (configuration not stated)	i	-2.4%	-15.6%	25.9%	2.6%	0.0%	3.5%	3.6%	1.8%

2 entries drawn at random from those above, as already listed:
SMILES	ATXN viability	EPAC2 antag	TGFb SMAD3 inh	HepG2 tox	Nrf2 block	A549 viability	Nrf2 ARE act	ATXN2 expr inh	MCF10A rereplic
CN(C)c1oc(-c2ccccc2Cl)nc1P(=O)(c1ccccc1)c1ccccc1	i	-12.9%	?	-40.5%	?	?	3.4%	-12.6%	18.4µM*
Cc1ccc(CNC(=O)CCCc2cn(C)c3ccccc23)cc1	i	-15.7%	-16.5%	-21.9%	-4.4%	0.9%	-0.5%	·	-11.6%

New compounds follow
SMILES	ATXN viability	EPAC2 antag	TGFb SMAD3 inh	HepG2 tox	Nrf2 block	A549 viability	Nrf2 ARE act	ATXN2 expr inh	MCF10A rereplic
O=C(Cc1cccc(NC(=O)C2CCN(C(=O)CCc3ccccc3)CC2)c1)Nc1cccc(C(=O)N2CCCCC2)c1	i	-9.8%	?	-24.6%	-23.0%	3.2%	3.2%	-20.7%	?
COc1ccc(O)c(C(=O)c2cnc3onc(C)c3c2)c1	i	-5.5%	0.1%	1.1%	7.0%	-0.1%	0.8%	12.2%	-1.4%
CN(C)/C=C1\SC(=S)N(c2ccc(F)cc2)C1=O	?	-3.7%	18.2%	10.7%	2.1%	?	3.5%	31.7%	10.5%
O=C1CC(c2c[nH]c3ccccc23)C(=O)N1c1ccccc1 (configuration not stated)	i	7.1%	-1.7%	9.2%	16.2%	-4.0%	-0.6%	2.4%	6.7%
Cc1cccn2c(=O)nc(SCC(=O)NC3CCCCC3)nc12	i	21.3%	4.8%	0.0%	-6.8%	-4.0%	-0.3%	15.3%	-2.6%
COCCCNC(=O)c1nc2ccccc2c(=O)n1NC(=O)Nc1c(Cl)cccc1Cl	i	-1.5%	5.2%	1.4%	1.1%	2.8%	-1.0%	-1.5%	-16.4%
COc1ccc(S(=O)(=O)N2CCCOC2CNC(=O)C(=O)NCCO)cc1 (configuration not stated)	?	-3.5%	-3.1%	5.0%	·	·	-2.4%	·	·
Cc1cc(C)c(NC(=O)Cn2c(=O)n(-c3cccc(C(F)(F)F)c3)c(=O)c3c(C)c(C)sc32)c(C)c1	i	·	-12.1%	-1.1%	-7.6%	-16.4%	0.2%	1.7%	·
CN(CC(=O)NC1CC1)S(=O)(=O)c1cc(Cl)ccc1Cl	i	5.7%	1.6%	3.8%	-0.4%	6.5%	-0.8%	3.2%	1.3%
